# CCR6 antag = CCR6 (human) receptor antagonism; inhibition, % at 20 µM; CHO-K1 CCR6 PathHunter beta-arrestin, luminescence, CCL20-stimulated; 340,000 tested, 0.49% active;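 active means compounds whose inhibition of the agonist-driven luminescence signal at 20 µM reaches about 50%, limit read from the data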;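 further: cells stimulated with CCL20 at 14 nM final; plate controls were DMSO with CCL20 for no effect and DMSO without agonist for full effect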
# tim23-1 inh = tim23-1 yeast growth inhibition | inhibition, % at 20 µM | 330,000 tested, 1.3% active | S. cerevisiae tim23-1 growth, BacTiter-Glo luminescence, 24 h;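 active means growth inhibition of the mutant yeast at or above 50%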;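 further: temperature-sensitive mutant grown at 25 °C; plate controls were DMSO-treated mutant yeast for no effect and medium wells lacking yeast for full effect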
# CXCR6 block = CXCR6 (human) receptor inhibition; O00574; CHO-K1 PathHunter CXCR6 beta-arrestin, luminescence; inhibition, % at 20 µM; 360,000 tested, 0.36% active; AID 602244; in the data active means inhibition above about 34%, passing the limit was not always enough;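 further: antagonist mode with CXCL16 agonist at 10 nM final; 0% = 10 nM CXCL16 with DMSO and 100% = unstimulated wells without agonist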
# APJ antag = antagonists of human APJ apelin receptor. AID 2521. P35414. inhibition, % at 20 µM. CHO-K1 APJ beta-arrestin complementation, luminescence. 330,000 tested, 0.32% active;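 active means inhibition above about 40% at 20 µM, limit read from the data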;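 further: cells challenged with 10 nM apelin-13 agonist together with compound; plate controls were apelin-13 plus DMSO wells for no effect and DMSO wells lacking apelin-13 for full effect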
# EBI2 block = blocks human EBI2 receptor beta-arrestin signaling; inhibition, % at 5 µM; P32249; 360,000 tested, 0.81% active; AID 651636; EBI2 beta-arrestin recruitment, luminescence, 7a,25-OHC stimulated; in the data active means inhibition above about 38%;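 further: enzyme fragment complementation signal reports receptor beta-arrestin coupling in cells; 0% = agonist plus DMSO wells and 100% = wells without agonist; some results beyond the cut were filed as inactive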
# APJ ag = agonists of human APJ apelin receptor | activation, % at 20 µM | P35414 | AID 2520 | 330,000 tested, 0.11% active | CHO-K1 APJ PathHunter beta-arrestin, luminescence; 0% DMSO wells, 100% apelin;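 active means activation more than six SD over the plate average, tested at 20 µM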;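 further: 0% = DMSO alone and 100% = apelin-13 at 10 nM; some results filed as inactive read as strong as hits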
#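 Assay system: CHO-K1 APJ beta-arrestin complementation cell line / Compound: single test compound dose, 20 µM final, 1% DMSO / Times: overnight seeding, 90 min compound at 25 °C, 1 h detection / Technique: beta-gal luminescence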
# UPR CHOP act = apoptotic UPR (CHOP) activation. activation, % at 10 µM. 330,000 tested, 0.34% active. CHO-CHOP luciferase reporter, luminescence; percent of tunicamycin response over DMSO baseline;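 active means at 10 µM dose, activation of 40% or more, normalized to positive control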;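 further: 100% = tunicamycin at 10 µg/mL and 0% = DMSO alone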
#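 System: CHO CHOP reporter cells. Amount: 500 cells per well. Buffer or medium: F12 medium, 10% FBS. Compound dosing: one dose, 10 µM in 0.5% DMSO. Incubation: 6 h compound exposure at 37 °C after overnight seeding. Technique: Steady-Glo luciferase luminescence. Benchmarks: tunicamycin and DMSO controls.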
# UPR XBP1 act = adaptive UPR (XBP1) activation. CHO-XBP1 luciferase reporter, IRE1-XBP1 UPR activation, luminescence; percent of tunicamycin response, DMSO as zero. 330,000 tested, 0.33% active. activation, % at 20 µM;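 active means versus positive control, 20 µM dose yields 30% or more activation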;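 further: 100% = tunicamycin at 10 µg/mL and 0% = DMSO only wells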
#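 Signal: luciferase luminescence; Assay system: CHO-XBP1 luciferase reporter cells; Amount: one thousand reporter cells per well; Dosing: 20 µM single concentration, DMSO 1%; Benchmarks: high control tunicamycin 10 µg/mL final, low control DMSO vehicle only; Schedule: 6 h compound exposure at 37 °C, 5% CO2; Evaluation: percent activation relative to tunicamycin reference.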
# Mdm2 MdmX PPI = disrupts the human Mdm2-MdmX interaction | inhibition, % at 8 µM | O15151+Q00987 | SaOS-2 split-luciferase Mdm2/MdmX complementation, luminescence | AID 485346 | 330,000 tested, 3% active;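 active means inhibition of at least 50% at 8 µM in the primary screen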
# Target sequence (O15151 whole entry, looked up): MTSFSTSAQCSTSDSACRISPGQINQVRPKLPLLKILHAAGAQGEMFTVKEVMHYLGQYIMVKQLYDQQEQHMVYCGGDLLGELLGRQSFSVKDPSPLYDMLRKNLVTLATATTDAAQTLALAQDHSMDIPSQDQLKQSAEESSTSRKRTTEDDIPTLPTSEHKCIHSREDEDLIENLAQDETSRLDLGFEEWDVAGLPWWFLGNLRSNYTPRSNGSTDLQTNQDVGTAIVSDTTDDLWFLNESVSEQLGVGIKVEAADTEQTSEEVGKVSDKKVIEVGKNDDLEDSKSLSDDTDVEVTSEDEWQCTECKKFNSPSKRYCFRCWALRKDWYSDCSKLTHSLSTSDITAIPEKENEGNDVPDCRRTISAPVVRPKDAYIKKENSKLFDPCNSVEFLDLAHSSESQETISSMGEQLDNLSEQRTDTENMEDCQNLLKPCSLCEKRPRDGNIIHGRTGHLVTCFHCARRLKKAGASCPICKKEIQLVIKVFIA
# Target sequence (Q00987 whole entry, looked up): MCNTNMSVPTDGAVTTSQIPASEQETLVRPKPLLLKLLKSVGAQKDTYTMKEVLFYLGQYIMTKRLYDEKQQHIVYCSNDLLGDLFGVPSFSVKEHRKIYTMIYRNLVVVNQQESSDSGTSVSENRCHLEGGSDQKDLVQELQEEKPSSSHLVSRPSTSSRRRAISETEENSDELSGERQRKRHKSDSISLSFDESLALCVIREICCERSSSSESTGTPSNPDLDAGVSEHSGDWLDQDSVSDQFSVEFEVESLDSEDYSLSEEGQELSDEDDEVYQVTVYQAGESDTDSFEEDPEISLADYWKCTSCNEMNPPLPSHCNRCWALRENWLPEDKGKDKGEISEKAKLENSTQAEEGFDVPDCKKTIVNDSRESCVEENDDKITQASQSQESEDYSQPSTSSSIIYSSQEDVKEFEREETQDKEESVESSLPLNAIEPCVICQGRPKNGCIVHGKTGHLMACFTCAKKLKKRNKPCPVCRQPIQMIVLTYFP
# * = called active by the depositor; . = no result given. The list is partial; rates above refer to the full screens.
# Order of results: CCR6 antag	tim23-1 inh	CXCR6 block	APJ antag	EBI2 block	APJ ag	UPR CHOP act	UPR XBP1 act	Mdm2 MdmX PPI
- COc1ccc(C)cc1S(=O)(=O)Nc1ccc2c(c1)OCO2
  13	14	-6	-3	3	-3	-0.7	-2	6
- Cc1nc2c(C#N)c[nH]n2c(=O)c1CCO
  4	1	-3	-7	-8	-2	1.9	0	5
- CCOc1ccc2[nH]c3nc(SCC(=O)NC4CC4)nnc3c2c1
  19	4	4	-14	-1	-1	4.8	2	-8
- Cc1ccc(C(=O)N2c3ccc(F)cc3CCC2C)o1 (stereo not given)
  7	23	8	-25	-7	-3	1.0	-1	-4
- Cc1ccc(N2CC(C(=O)Nc3cccnc3)CC2=O)cc1 (stereo not given)
  -5	-6	3	14	-16	-3	-2.8	2	-3
- O=C1CN(c2ccccc2Cl)C(=O)CN1c1ccccc1Cl
  0	13	8	16	-10	-3	-3.1	-3	9
- C=CCn1c(C)cc(C(=O)CSc2nnc3c(Cl)cc(Cl)cn23)c1C
  13	24	10	14	2	-2	0.0	-3	27
- CCCCc1ccc(/C(C)=N/Nc2cc(N3CCOCC3)nc(C)n2)cc1
  7	29	2	13	26	-2	2.4	0	13
- CCC(C)(C)n1nnnc1C(c1ccc2ncccc2c1)N1CCCC(C)C1 (stereo not given)
  -10	33	13	7	7	-6	0.0	1	20
- COC(=O)C1=C(C)Nc2nc(-c3ccccc3)nn2C1c1ccc(C)o1 (stereo not given)
  11	29	6	12	2	-3	1.1	10	5
- COc1cc(NS(=O)(=O)c2ccc(NC(C)=O)cc2)cc(OC)c1
  -4	5	-5	-17	4	4	-0.5	-1	21
- Cc1nc(CC(=O)c2ccc(O)c(C)c2O)cs1
  -8	6	-4	1	9	-1	14	-1	6
- COC(=O)C(Cc1ccccc1)P(=O)(c1ccccc1)c1ccccc1 (stereo not given)
  -6	22	8	5	-5	-1	-0.2	-4	-8
- CCOC(=O)C1=C(C)NC(=O)CC1c1cc(OC)c(OC)cc1Br (stereo not given)
  7	11	-7	-21	1	-2	-1.0	-1	20
- Cc1cc(=O)c2cc(C(=O)c3ccccc3)ccc2[nH]1
  1	19	-2	3	-7	-5	2.5	-3	-3
- Cc1cccc(NC(=O)C2CC(=O)n3cnnc3S2)c1 (stereo not given)
  14	5	-7	0	-7	2	-1.3	-4	21
- COC(=O)c1ccc(S(=O)(=O)N2CCOCC2)o1
  -5	-4	-7	-4	10	3	0.8	-2	12
- COc1ccc(C(C)NC(=O)c2ccncc2)cc1OC (stereo not given)
  -4	6	4	-3	-3	5	2.9	-9	15
- CCc1ccc(CNC(=O)CC2C(=O)NCCN2Cc2ccccc2F)nc1 (stereo not given)
  -2	18	-8	17	-3	1	2.0	-3	27
- FC(F)Oc1ccc(NC(=S)NCCc2ccccn2)cc1
  -6	2	-11	-3	4	-2	0.8	3	-1
- COc1ccc(-c2cc(C(=O)N3CCCc4ccccc43)no2)cc1OC
  15	36	-6	-7	4	-4	0.8	2	-4
- COc1ccc(NC(=O)NCC(C)CSc2ccc(C)cc2)c(OC)c1 (stereo not given)
  12	11	-7	5	6	2	0.6	-5	10
- COc1ccc(NC(=O)COC(=O)c2c3c(nc4ccccc24)CCCC3)cc1Cl
  5	10	3	14	20	1	1.1	4	19
- COc1ccc2c(CC(=O)O)cc(=O)oc2c1
  14	-14	8	14	-13	-1	-0.8	3	-6
- CCn1c(CC(=O)Nc2ccccc2)nnc1SCC(=O)NC1CCCC1
  5	-2	1	-14	7	-4	2.0	-2	5
- CCOC(=O)c1c(C)noc1-c1ccco1
  0	-2	-2	10	13	-2	-1.2	3	27
- CC(C)Cc1nc(N2CCOCC2)c(C#N)c2c1CCC2
  -6	0	-1	19	8	-7	-0.3	-2	-2
- CS(=O)(=O)N1CCC(Oc2ccccc2C(=O)NC(C2CC2)C2CC2)CC1
  17	-2	-1	14	-6	-1	1.9	2	6
- COc1ccc(C(=O)n2nc(C)c(Br)c2C)cc1OC
  11	6	2	12	9	-1	-0.8	1	-9
- CC(C)(C)Cc1nnc(NS(=O)(=O)c2ccc([N+](=O)[O-])cc2)s1
  -5	1	2	-34	5	6	-0.1	-6	-26

# (cont.)
# Order of results: CCR6 antag	tim23-1 inh	CXCR6 block	APJ antag	EBI2 block	APJ ag	UPR CHOP act	UPR XBP1 act	Mdm2 MdmX PPI
- O=C1c2ccccc2C(=O)N1CCc1ccccn1
  3	-11	4	7	-4	-4	2.7	2	20
- COc1ccc(CCNC(=O)/C=C\c2ccccc2)cc1OC
  6	1	3	1	4	-2	0.8	-1	-17
- CCN(CC)C(=S)NC(=O)C12CC3CC(CC(C3)C1)C2
  -2	15	6	-9	-2	-3	-0.9	2	-24
- COc1cc(C(CC(=O)Nc2cccc(C)n2)N2Cc3ccccc3C2=O)cc(OC)c1OC (stereo not given)
  9	19	-11	-8	-5	-2	1.4	-6	-36
- COc1ccc(CNC(=O)Cn2nc(-c3ccc4c(c3)OCCO4)ccc2=O)cc1
  1	0	0	30	-10	-3	0.4	1	11
- C=CCn1c(C(C)NC(=O)c2cccs2)n[nH]c1=S (stereo not given)
  -27	-7	-9	13	-21	0	1.5	-2	16
- COc1ccc(NC(=O)CN(C)CC(=O)Nc2ccccc2SC)cc1
  -6	6	-1	8	2	-2	-2.3	-3	8
- Cc1nc2ccccc2c(=O)n1/N=C/c1ccco1
  12	1	4	-2	-6	0	0.2	-2	23
- O=C(CSCc1ccc(F)cc1)NC1CCCC1
  7	10	3	-12	-16	-3	2.3	3	9
- CCc1ccc(OCC(=O)OC(C)C(=O)Nc2ccc(Cl)cn2)cc1 (stereo not given)
  3	30	-11	29	1	3	-0.1	0	-31
- Cn1c(SCC(=O)NCC2CCCO2)nnc1-c1ccco1 (stereo not given)
  0	-11	-2	-5	-11	-4	2.3	-2	-21
- COc1ccc(/C(N)=N/OC(=O)Cc2ccc(OC)c(OC)c2)cc1
  -12	14	-11	4	4	7	0.9	-3	12
- O=C(NCC(=O)N1CCN(C(=O)c2ccccc2)CC1)c1ccc(Cl)cc1Cl
  3	3	0	-50	-7	-1	0.1	-1	20
- COC(=O)C(OC(=O)c1ccccc1)C(C)Br (stereo not given)
  9	9	0	7	-7	-2	-0.1	0	16
- COc1ccc(OC)c(NC(=O)CNC(=O)Cn2ccc3ccccc3c2=O)c1
  -3	-11	-6	13	-9	-3	-2.3	-1	11
- NS(=O)(=O)c1ccc(NC(=O)COC(=O)Cc2c[nH]c3ccccc23)cc1
  -8	7	-7	2	-3	-4	0.1	-3	20
- Cc1onc(-c2ccccc2)c1C(=O)Nc1sc2c(c1C(N)=O)CCC2
  31	23	10	-6	13	-3	2.1	4	21
- Cc1ccccc1CS(=O)(=O)Cc1ccc(C(=O)NCCc2ccccc2)o1
  17	13	11	4	37*	-3	2.4	-1	40
- CC1CC(C)CN(S(=O)(=O)c2ccc(C(=O)N3CCCC3)cc2)C1 (stereo not given)
  2	8	-5	-6	-4	-1	0.7	-3	-9
- N#CC1(NC(=O)CN2CCN(S(=O)(=O)c3ccccc3F)CC2)CCCC1
  4	6	-3	-5	-4	-2	1.0	-3	30
- COc1cccc(/C=C/c2ccncc2)c1OC
  -10	24	-2	-9	7	-3	4.0	0	-26
- Cc1ccc(C)c(N(CC(=O)NC2CCCC2)C(=O)CCC(=O)Nc2nccs2)c1
  19	4	3	12	2	0	-1.9	-4	14
- COC(=O)C1=C(C)NC(C)=C(C(=O)OC)C1/C=C/c1ccccc1
  4	17	5	-2	9	-2	2.0	3	1
- Cc1cccc(CCNC(=O)CN(C)S(=O)(=O)c2ccc3c(c2)c(=O)n(C)c(=O)n3C)c1
  3	16	1	17	5	-3	-1.5	0	28
- Cc1noc(C)c1S(=O)(=O)N1CCN(c2ccc([N+](=O)[O-])cc2)CC1
  15	12	1	5	11	-3	1.7	-1	-6
- COc1ccc(CC(=O)OCC(=O)c2c(N)n(C)c(=O)n(C)c2=O)cc1OC
  12	9	-2	7	-13	-3	0.2	-1	16
- Cc1nc(-c2ccccc2)sc1C(=O)CSc1ccc(Cl)cc1
  20	10	8	11	4	0	1.9	-2	-17
- COc1ccc(NC(=O)CSc2nc3c(cc2C#N)CN(C)CC3)cc1
  -4	19	0	-3	-13	3	-1.0	-2	-7
- O=C(Nc1cc(Cl)ncn1)c1ccccc1
  -8	19	-2	1	1	-4	2.1	4	5
- CC(C)c1cc(C(=O)N2CCCC(Nc3ccc(F)cc3)C2)nc(N)n1 (stereo not given)
  7	-6	0	6	2	4	-1.5	-6	25

# Reprinted at random: 4 entries already listed
# Order of results: CCR6 antag	tim23-1 inh	CXCR6 block	APJ antag	EBI2 block	APJ ag	UPR CHOP act	UPR XBP1 act	Mdm2 MdmX PPI
- COC(=O)C(OC(=O)c1ccccc1)C(C)Br (stereo not given)
  9	9	0	7	-7	-2	-0.1	0	16
- O=C1c2ccccc2C(=O)N1CCc1ccccn1
  3	-11	4	7	-4	-4	2.7	2	20
- COc1ccc(NC(=O)CSc2nc3c(cc2C#N)CN(C)CC3)cc1
  -4	19	0	-3	-13	3	-1.0	-2	-7
- COc1ccc(CNC(=O)Cn2nc(-c3ccc4c(c3)OCCO4)ccc2=O)cc1
  1	0	0	30	-10	-3	0.4	1	11

# Other structures follow:
# Order of results: CCR6 antag	tim23-1 inh	CXCR6 block	APJ antag	EBI2 block	APJ ag	UPR CHOP act	UPR XBP1 act	Mdm2 MdmX PPI
- O=C(Nc1ccccc1)C1CCCN(S(=O)(=O)c2ccc(-n3cnnn3)cc2)C1 (stereo not given)
  20	14	2	7	-15	1	0.9	1	6
- COc1ccc(C(=O)CC(=O)C(=O)Nc2cccc(F)c2)cc1
  19	8	13	5	7	-1	12	4	14
- Cc1ccc(C=Nc2cccnc2N)cc1
  3	-1	2	-14	-10	3	2.1	3	-18
- COc1ccccc1C1CC(=O)Oc2cc(C)c(Cl)cc21 (stereo not given)
  24	46	13	.	-4	.	2.1	2	4
- Cc1ccc(CN2CCN(CCCn3cccn3)CC2CCO)cc1 (stereo not given)
  19	9	2	-19	-8	-2	-0.3	-1	13
- CCCN1CCN(CCCNC(=O)CN2C(=O)C(CC)Oc3ccccc32)CC1 (stereo not given)
  -5	7	-12	2	-6	4	-1.6	1	3
- CC(=O)N1CCSc2ccc(S(=O)(=O)NCCc3ccc(C)cc3)cc21
  4	21	-2	7	-2	0	-1.1	-4	10
- CCc1ccc(NC(=O)CC2C(=O)NCCN2C(=O)c2ccccc2OC)cc1 (stereo not given)
  9	12	-3	6	-14	4	0.1	-3	-5
- C/C(=N/NC(=O)c1sc(NS(=O)(=O)c2ccccc2)nc1C)c1ccccc1
  13	-2	8	6	2	-3	-0.1	1	10
- CC1CC(C)CN(CCCNC(=O)CCNC(=O)Cn2cnc3ccccc3c2=O)C1 (stereo not given)
  10	-3	-1	15	-16	-3	0.0	1	4
